# KOR beta-arrestin-1 = KOR agonists, beta-arrestin recruitment, primary screen, cell-based, luminescence, uHTS (AID 1777); activation, % at 10 µM; hits with a dose series show EC50 in µM; 280,000 compounds, 0.02% hits; KOR beta-arrestin recruitment, luminescence; higher % means a stronger effect; in the data active = activation above about 50%, passing the limit was not always enough; note: a part of the inactive calls stands beside numbers as strong as those of hits
# AID2073 = inhibitors of Mint1-CaV2.2 protein interaction, biochemical, HTRF (AID 2073); HTRF protein-protein interaction, Mint1-CaV2.2; higher % means a stronger effect; one-dose inhibition, % at 20 µM; IC50 in µM for titrated hits; 290,000 compounds, 0.19% hits; in the data active = inhibition mostly above about 51%, no sharp cut-off; note: some results filed as inactive read as strong as hits
# SIAH1 antagonists = blockers of Siah-1 interaction with plectin peptide – biochemical, fluorescence polarization, rhodamine-plectin, uHTS, primary screen (AID 1817) | 290,000 compounds, 0.02% hits | Siah-1 / rhodamine-plectin peptide fluorescence polarization; higher % means a stronger effect | displacement, % at 20 µM, or IC50 in µM where a hit was titrated;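 active = displacement of at least 50% at 20 µM, with a fluorescence ratio check between 0.3 and a set limit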;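 note: plate controls were Siah plus tracer with DMSO for no effect and tracer alone without Siah for full effect; strong numbers were not always called active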
# NOD1 NF-kB reporter = NOD1 signaling inhibitors, primary screen, cell-based, luminescence, uHTS (AID 1578). inhibition, % at 4 µM, or EC50 in µM where a hit was titrated. NOD1-driven NF-kB luciferase reporter cells, luminescence; higher % means a stronger effect. 290,000 compounds, 1% hits; in the data active = inhibition mostly above about 36%, no sharp cut-off; inactive = mostly below about 34%;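 note: HEK-293T reporter cells stimulated with the NOD1 agonist gamma-tri-DAP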
# GPR35 antagonists = inhibition of zaprinast-stimulated GPR35 beta-arrestin translocation – imaging, U2OS, beta-arrestin-GFP, zaprinast agonist, primary screen (AID 2058). U2OS GPR35 beta-arrestin-GFP translocation imaging, zaprinast antagonism; higher % means a stronger effect. one-dose inhibition, % at 10 µM; IC50 in µM for titrated hits. 290,000 compounds, 0.052% hits;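 active = inhibition of at least 50% with at least 30 cells and total cytoplasm GFP at most 10,000,000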
# KOR beta-arrestin-2 = kappa opioid receptor blockers – cell-based, luminescence, uHTS (AID 1778) | KOR beta-arrestin recruitment, luminescence, antagonist mode; higher % means a stronger effect | inhibition, % at 10 µM, or IC50 in µM where a hit was titrated | 290,000 compounds, 0.091% hits; in the data active = inhibition above about 50%; note: strong numbers were not always called active
# GPR55 beta-arrestin = selective activators of receptor GPR55 – imaging, U2OS cells, beta-arrestin-GFP redistribution, primary screen (AID 1961); activation, % at 10 µM; hits with a dose series show EC50 in µM; U2OS GPR55 beta-arrestin-GFP redistribution imaging; higher % means a stronger effect; 290,000 compounds, 0.048% hits;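 active = activation above 40% with more than 50 cells counted in the well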;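 note: U2OS osteosarcoma cells stably expressing GPR55 and beta-arrestin-GFP; plate controls were DMSO negative control for no effect and LPI positive control for full effect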
# HIV fusion peptide = cell-free HIV fusion peptide-binding blockers – biochemical, uHTS, fluorescence dequenching, primary screen (AID 1986). inhibition, % at 20 µM, or IC50 in µM where a hit was titrated. cell-free peptide binding, fluorescence dequenching, 30 min; higher % means a stronger effect. 290,000 compounds, 0.3% hits; in the data active = inhibition mostly above about 52%, no sharp cut-off; inactive = mostly below about 76%; note: some results filed as inactive read as strong as hits
# GPR55 antagonists = GPR55 antagonists blocking LPI-driven arrestin recruitment, primary screen, imaging, U2OS, beta-arrestin-GFP, LPI agonist (AID 2013); 290,000 compounds, 0.13% hits; U2OS GPR55 beta-arrestin-GFP translocation imaging, LPI antagonism; higher % means a stronger effect; one-dose inhibition, % at 10 µM; IC50 in µM for titrated hits;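 active = spots per cell inhibited over 60%, with over 100 cells counted and total cytoplasm intensity under 500,000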;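 note: U2OS cells stably carrying GPR55 and arrestin-GFP stimulated by 5 µM LPI near EC80; imaged beta-arrestin-GFP aggregate spots per cell after agonist stimulation; plate controls were LPI-stimulated DMSO wells for no effect and DMSO wells without LPI for full effect; some results filed as inactive read as strong as hits; confirmed hits need IC50 under 10 µM and bright autofluorescent wells are also inconclusive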
# The depositor's hits bear a star; nt = not tested or not shown.
SMILES,KOR beta-arrestin-1,AID2073,SIAH1 antagonists,NOD1 NF-kB reporter,GPR35 antagonists,KOR beta-arrestin-2,GPR55 beta-arrestin,HIV fusion peptide,GPR55 antagonists
COc1ccc(CNC(=O)C(CC(C)C)NC(=O)c2ccccc2C)cc1 (configuration not stated),0.0%,4%,-4%,-14%,18%,-19%,-0.1%,-1.1%,-3%
CCOC(=O)c1nn(-c2sc(C(=O)OC)c(C)c2C(=O)OC)cc1O,-0.6%,5%,-5%,36%,-5%,-75%,0.5%,-2.7%,-8%
CCc1nn(CC(=O)NCCCN2CCN(C)CC2)c(=O)c2cc3sc(C)cc3n12,1.1%,2%,0%,-22%,2%,-27%,0.6%,-0.9%,-6%
CCc1ccc(NC(=O)NNC(=O)CCc2ccccc2)cc1,1.9%,4%,1%,-26%,-7%,6%,0.3%,0.3%,11%
CN(C(=O)/C=C/c1ccco1)c1ccccc1C(=O)O,-4.8%,66%,0%,-34%,13%,-8%,0.8%,19%,-8%
COc1cccc(CNC(=O)c2c(C)nn(-c3ccccc3)c2C)c1,5.4%,14%,1%,3%,3%,-3%,0.1%,-0.6%,-14%
Cc1ccc(C(C(=O)NC2CCCCC2)N(Cc2ccco2)C(=O)Cc2c[nH]c3ccccc23)o1 (configuration not stated),-1.6%,4%,9%,-19%,-2%,15%,-0.3%,2.2%,24%
COc1ccc(-c2csc(/C=C/c3ccc4c(c3)OCO4)n2)cc1OC,20%,29%,0%,-38%,-6%,-24%,0.3%,-2.9%,-14%
CC(C)(C)c1csc(NC2=NS(=O)(=O)c3ccccc32)n1,-4.2%,-6%,3%,-34%,3%,18%,-0.2%,1.6%,16%
COc1ccccc1/C=N/NC(=O)C(C)Cn1cnc2ccccc21 (configuration not stated),0.4%,7%,2%,-11%,-6%,16%,-0.2%,1.9%,-5%
COc1ccc(-n2c3c(cc(C(=O)NCc4ccco4)c2=O)C(=O)CC(C)(C)C3)cc1,-1.7%,20%,3%,-23%,12%,-15%,0.4%,1.3%,8%
CSCCNCc1cn(-c2ccc(F)cc2F)nc1-c1ccccc1C,-2.4%,3%,-2%,-15%,13%,19%,0.0%,0.6%,12%
Cc1cc(=O)[nH]c(SC(C(=O)O)c2ccccc2)n1 (configuration not stated),-1.8%,2%,7%,-8%,16%,-9%,0.0%,-1.8%,2%
CN(Cc1nc(-c2cnccn2)no1)Cc1n[nH]c2c1CCCCC2,5.0%,-9%,-5%,-2%,5%,36%,1.0%,-2.4%,7%
COC(=O)c1[nH]c2ccc(F)cc2c1NC(=O)CCN1CCN(Cc2ccc3c(c2)OCO3)CC1,3.6%,8%,0%,2%,-7%,-9%,-0.2%,0.9%,11%
COc1ccccc1CNc1ccc([N+](=O)[O-])cc1C,1.0%,19%,-2%,-43%,12%,-20%,-0.2%,0.3%,2%
O=C(COc1ccccc1)NCC(=O)N/N=C/c1ccccc1,6.0%,-3%,2%,-2%,-9%,-16%,0.5%,0.5%,15%
CC(=O)NNc1cc(C)nc(N)n1,nt,6%,-10%,16%,-12%,0%,-0.1%,-0.7%,1%
Cc1cccc(-n2c(Cc3ccccc3)nnc2SCc2ccc([N+](=O)[O-])cc2)c1,-5.4%,-6%,9%,-18%,1%,23%,-0.2%,-2.2%,25%
CC1=C(C(N)=O)C(c2cccc(OCc3ccccc3)c2)n2nnnc2N1 (configuration not stated),1.1%,-1%,4%,8%,11%,19%,0.4%,0.9%,-8%
CN(C)CC(C)(C)CNC(=S)NCc1ccc2c(c1)OCO2,0.9%,0%,-2%,-8%,9%,-35%,0.3%,0.3%,3%
Cc1ccc(-c2nc(C#N)c(N3CCC(C(N)=O)CC3)o2)cc1,-3.9%,10%,-5%,-4%,2%,-49%,0.2%,-1.2%,-9%
c1ccc(CCc2nc(-c3ccccc3)no2)cc1,6.9%,-5%,-3%,8%,4%,-13%,0.2%,-3.0%,-5%
COc1ccccc1/C=C1\SC(=O)N(CC(=O)N(C)C2CCS(=O)(=O)C2)C1=O (configuration not stated),-3.7%,0%,2%,-35%,10%,-32%,-0.2%,1.4%,4%
Cc1cc(-c2n[nH]c(=S)n2/N=C/c2sccc2C)n[nH]1,2.5%,-19%,2%,-13%,-9%,12%,0.5%,-1.7%,4%
CCCCCC1(C)NC(=S)N(c2ccccc2)N1 (configuration not stated),13%,-16%,-2%,-50%,20%,12%,0.0%,1.0%,6%
C/C(=N\Nc1ccccn1)c1ccc(C#N)cc1,2.0%,-3%,-3%,-48%,5%,-18%,-0.4%,1.8%,6%
CCO/C=C1/C(=O)N(CC)c2ccccc21,38%,1%,-7%,16%,7%,22%,-0.2%,-0.2%,0%
O=c1cc(-c2ccccc2)c2cc3c(cc2[nH]1)OCCO3,-4.2%,47%,4%,-8%,-3%,4%,-0.3%,-1.9%,10%
O=C(CSc1ccc(-c2ccccc2)nn1)N1CCCc2ccccc21,10%,-7%,6%,-45%,10%,13%,-0.6%,-1.7%,4%
COc1cccc(N2CCN(C(=O)c3cc4c(=O)n(Cc5ccccc5)ccc4nc3C)CC2)c1,2.3%,-8%,-1%,-28%,2%,-16%,-0.1%,-0.9%,0%
Cc1ccc(NC(=O)Cn2c(O)c(N=NC(N)=O)c3ccccc32)cc1,0.5%,-6%,14%,-4%,5%,20%,-0.1%,-1.3%,12%
O=C(NC(=S)NNC(=O)c1ccccc1[N+](=O)[O-])c1ccc(Br)cc1,-5.2%,0%,1%,-21%,7%,3%,0.2%,3.7%,20%
O=C(O)CNS(=O)(=O)c1ccc2c(c1)CCCC2,-5.4%,-1%,-3%,-33%,-2%,0%,-0.4%,-2.3%,-4%
Cc1ccccc1-c1nc(CN2CCC(C(=O)NCc3cccs3)CC2)c(C)o1,-0.3%,2%,2%,-46%,6%,-2%,-0.1%,14%,8%
CCN(CC)C(=O)CSC1=C(C#N)C(c2cccs2)C=C(C)N1 (configuration not stated),-2.0%,38%,4%,-1%,7%,-3%,-0.2%,5.5%,4%
C=CCNC(=O)C(C#N)c1nc2ccccc2nc1N1CCCCCC1 (configuration not stated),3.7%,15%,3%,-7%,-14%,21%,-0.3%,0.0%,0%
Cc1cc2c(n1-c1ccc(Cl)cc1)CC(C)(C)CC2=O,-3.1%,1%,-2%,-24%,6%,-17%,-0.1%,-1.7%,1%
COc1ccc(Cn2cnc3c(NS(C)(=O)=O)c(C)c(C)cc32)cc1,1.1%,0%,-4%,33%,13%,-4%,-0.3%,-1.3%,8%
CCn1c(SCC(=O)N/N=C/c2ccc(C)o2)nnc1-c1ccc(C)cc1,3.5%,-13%,-6%,-26%,-8%,36%,0.2%,12%,5%
COc1ccccc1Nc1c2c(nc3ccc(N)cc13)CCCC2,-0.2%,-2%,-11%,-2%,-3%,15%,-0.3%,-6.5%,-2%
CS(=O)(=O)N1Cc2ccccc2CC1C(=O)Nc1ccccc1C(N)=O (configuration not stated),3.2%,9%,5%,-30%,-5%,-18%,-0.1%,9.7%,-16%
COc1ccc(C(=O)N2CCN(C(=O)c3ccco3)CC2)cc1OC,1.5%,-2%,-1%,-15%,9%,26%,-0.1%,0.2%,-11%
Cc1ccc(NC(=O)CN(c2ccccc2)S(=O)(=O)N(C)C)cc1C,-0.7%,-2%,13%,-15%,-1%,-9%,-0.4%,1.2%,8%
CCCC1CCc2c(c3ccccc3[nH]c2=O)O1 (configuration not stated),2.1%,10%,3%,-18%,18%,-26%,0.0%,-1.3%,-6%
CN1CCN(C(c2ccc(Br)cc2)c2cc(Cl)c3cccnc3c2O)CC1 (configuration not stated),3.6%,-28%,-10%,-1%,22%,-26%,1.7%,3.1%,9%

# Some of the entries so far, with bars between the fields.
smiles | KOR beta-arrestin-1 | AID2073 | SIAH1 antagonists | NOD1 NF-kB reporter | GPR35 antagonists | KOR beta-arrestin-2 | GPR55 beta-arrestin | HIV fusion peptide | GPR55 antagonists
C=CCNC(=O)C(C#N)c1nc2ccccc2nc1N1CCCCCC1 (configuration not stated) | 3.7% | 15% | 3% | -7% | -14% | 21% | -0.3% | 0.0% | 0%
Cc1cc2c(n1-c1ccc(Cl)cc1)CC(C)(C)CC2=O | -3.1% | 1% | -2% | -24% | 6% | -17% | -0.1% | -1.7% | 1%
COc1ccc(Cn2cnc3c(NS(C)(=O)=O)c(C)c(C)cc32)cc1 | 1.1% | 0% | -4% | 33% | 13% | -4% | -0.3% | -1.3% | 8%
CCn1c(SCC(=O)N/N=C/c2ccc(C)o2)nnc1-c1ccc(C)cc1 | 3.5% | -13% | -6% | -26% | -8% | 36% | 0.2% | 12% | 5%
COc1ccccc1Nc1c2c(nc3ccc(N)cc13)CCCC2 | -0.2% | -2% | -11% | -2% | -3% | 15% | -0.3% | -6.5% | -2%
CS(=O)(=O)N1Cc2ccccc2CC1C(=O)Nc1ccccc1C(N)=O (configuration not stated) | 3.2% | 9% | 5% | -30% | -5% | -18% | -0.1% | 9.7% | -16%
COc1ccc(C(=O)N2CCN(C(=O)c3ccco3)CC2)cc1OC | 1.5% | -2% | -1% | -15% | 9% | 26% | -0.1% | 0.2% | -11%
Cc1ccc(NC(=O)CN(c2ccccc2)S(=O)(=O)N(C)C)cc1C | -0.7% | -2% | 13% | -15% | -1% | -9% | -0.4% | 1.2% | 8%
CCCC1CCc2c(c3ccccc3[nH]c2=O)O1 (configuration not stated) | 2.1% | 10% | 3% | -18% | 18% | -26% | 0.0% | -1.3% | -6%
CN1CCN(C(c2ccc(Br)cc2)c2cc(Cl)c3cccnc3c2O)CC1 (configuration not stated) | 3.6% | -28% | -10% | -1% | 22% | -26% | 1.7% | 3.1% | 9%

# Screens deposited in PubChem BioAssay by Sanford-Burnham Center for Chemical Genomics.

# These rows are one share of the data (hit frequency here may not be typical).
